Menin MLL FP TR – qHTS Assay for Inhibitors Targeting the Menin-MLL Interaction in MLL Related Leukemias: Competition With Texas Red Labeled MLL-derived Mutant Peptide; Potency, µM (series often up to 61.6 µM), without a hit: at the highest dose FP activity change, negative = inhibition, actives largely listed as inhibitors; Menin + Texas Red MLL mutant peptide, fluorescence polarization; 270,000 tested, 0.23% active; active = well fitted inhibition curve with a large enough effect in the polarisation, with a control signal flat, not every such curve was filed as active; inconclusive = small, poorly fitted or top-dose-only effect, or effect the other way, or a change in a side signal; inactive = no such curve, though single readings can be large or run the other way; the % refers to the polarisation; also: potency is read from the fitted curve at half-maximal effect; % of control where 0% means no effect; many of its hits are not listed in these tables
Target sequence (O00255 whole entry, looked up): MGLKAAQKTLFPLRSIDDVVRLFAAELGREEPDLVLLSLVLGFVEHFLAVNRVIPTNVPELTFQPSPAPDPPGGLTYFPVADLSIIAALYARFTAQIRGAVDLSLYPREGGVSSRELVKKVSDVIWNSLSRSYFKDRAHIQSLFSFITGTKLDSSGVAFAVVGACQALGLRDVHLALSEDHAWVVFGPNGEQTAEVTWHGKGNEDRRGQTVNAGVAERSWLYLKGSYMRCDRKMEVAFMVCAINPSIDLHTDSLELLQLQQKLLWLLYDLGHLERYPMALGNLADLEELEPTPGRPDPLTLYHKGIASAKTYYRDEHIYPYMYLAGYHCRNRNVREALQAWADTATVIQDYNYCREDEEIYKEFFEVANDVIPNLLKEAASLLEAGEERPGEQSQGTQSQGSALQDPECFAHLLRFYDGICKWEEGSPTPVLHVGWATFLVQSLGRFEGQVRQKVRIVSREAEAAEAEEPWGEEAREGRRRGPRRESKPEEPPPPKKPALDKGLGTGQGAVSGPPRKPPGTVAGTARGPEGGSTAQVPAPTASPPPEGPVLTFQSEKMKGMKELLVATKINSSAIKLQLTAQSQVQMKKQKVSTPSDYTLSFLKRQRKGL
RORg inh – qHTS for inhibitors of ROR gamma transcriptional activity; 310,000 tested, 5.4% active; Potency, µM (highest dose often 53.6 µM), for inactives: at the top dose activity change, negative = inhibition, actives largely listed as inhibitors; Drosophila S2 Gal4-RORgamma UAS-luciferase reporter, 20 h; Nuclear receptor ROR-gamma (Mus musculus), P51450; AID 2551, 2010; also: potency is read from the fitted curve at half-maximal effect; % is scaled to controls: 0 for no effect and ±100 for the full control effect; nearly all actives have a fitted effect of over 60% in size
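Stable Schneider cell line, Gal4 DNA-binding domain fused to ROR gamma, UAS-luciferase. Cmpd 1 hr RT → CuSO4 700 uM final → 20 hr RT → luciferase reagent 10 min → luminescence.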
NPC1 prom act – qHTS Assay for NPC1 Promoter Activators; Huh7 NPC1 promoter luciferase reporter, 24 h; Potency, µM (titrated, usually from 9.22 µM), without a hit: at the highest dose activation, most hits filed as activators; 320,000 tested, 2.4% active; AID 485313, 2010;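 also: potency is read from the fitted curve at half-maximal effect; % of control where 0% means no effect; nearly all actives have a fitted effect of over 60% in size; reporter is driven by a mutant NPC1 promoter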
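NPC1 promoter–luciferase Huh7 cells; 24 h compound; luminescence.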
Giardia killer – Small Molecules that selectively kill Giardia lamblia: qHTS | Giardia lamblia trophozoite viability | activity change, % at 7.66 µM, hits read low | 340,000 tested, 0.15% active | AID 540267, 2011; in the data active = activity change below about -80%; inconclusive = between about -30% and that limit;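 also: parasites exposed to compound for two days anaerobically before the ATP read; % is scaled to controls: 0 for no effect and ±100 for the full control effect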
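Giardia trophozoites, 100 cells per well, were exposed to compounds for 48 hrs at 37 deg C under anaerobic conditions; viability was then read as ATP content by bioluminescence after 15-30 min at room temperature.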
BRCA1 expr up – qHTS Assay to Identify Small Molecule Activators of BRCA1 Expression; MCF7-BRCA1-FFLuc reporter, luminescence, 48 h; response scale: scaled: vehicle 0%, 10 µM genistein 100%; Potency, µM (series often up to 46.1 µM), for the others: at the top dose activation, hits mostly activators; 380,000 tested, 1.1% active; also: potency is read from the fitted curve at half-maximal effect; nearly all actives have a fitted effect of over 80% in size; some results filed as inactive show a strong effect at the top dose
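Cells: MCF7-BRCA1-FFLuc, 2000/well. Exposure: 48 h, 37 °C, 5% CO2. Read: luminescence, 15 min post-substrate. Controls: genistein 10 microM (maximal activation), DMSO (neutral).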
p53 reactivation – qHTS assay for re-activators of p53 using a Luc reporter; H1299 p53-A138V BP100-luciferase reporter, luminescence, 24 h; Potency, µM (highest dose often 92.2 µM), for inactives: at the top dose activity change, positive = activation, hits mostly activators; 320,000 tested, 0.063% active; AID 504706, 2011; also: potency is read from the fitted curve at half-maximal effect; % of control where 0% means no effect; nearly all actives have a fitted effect of over 45% in size
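H1299 (p53-null), stable ts p53-A138V + BP100-Luc; 1000 cells/well, Opti-MEM/10% FBS; cpd 4 pt, 1:5; 24 h, 37 deg C, 5% CO2; detection reagent 10 min RT; luminescence.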
PKM2 activator – qHTS Assay for Activators of Human Muscle isoform 2 Pyruvate Kinase | AID 1631, 2009 | Pyruvate kinase PKM (Homo sapiens), P14618 | Potency, µM (doses to about 57.5 µM), without a hit: at the highest dose activation, usual class: activators | purified PKM2, Kinase-Glo ATP luminescence, activation; response scale: 0% is enzyme alone, no compound | 260,000 tested, 0.34% active; also: potency is read from the fitted curve at half-maximal effect; % is scaled to controls: 0 for no effect and ±100 for the full control effect; nearly all actives have a fitted effect of over 55% in size
Target sequence (P14618 whole entry, looked up, canonical isoform): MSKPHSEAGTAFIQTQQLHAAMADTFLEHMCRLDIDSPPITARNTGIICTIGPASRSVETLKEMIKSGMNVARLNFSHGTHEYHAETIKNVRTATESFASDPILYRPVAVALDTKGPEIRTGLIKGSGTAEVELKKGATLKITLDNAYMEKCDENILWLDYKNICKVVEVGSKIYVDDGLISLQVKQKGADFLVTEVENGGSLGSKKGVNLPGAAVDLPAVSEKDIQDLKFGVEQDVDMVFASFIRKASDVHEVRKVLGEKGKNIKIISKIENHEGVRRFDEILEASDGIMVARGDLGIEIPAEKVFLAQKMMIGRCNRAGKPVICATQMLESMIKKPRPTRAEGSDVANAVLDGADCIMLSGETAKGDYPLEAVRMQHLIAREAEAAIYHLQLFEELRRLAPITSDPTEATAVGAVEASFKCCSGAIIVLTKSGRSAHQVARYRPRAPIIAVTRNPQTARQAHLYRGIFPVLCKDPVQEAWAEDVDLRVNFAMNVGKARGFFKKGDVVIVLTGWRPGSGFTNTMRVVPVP
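hPK-M2, >95% pure; 0.1 mM ADP / 0.5 mM PEP final; imidazole pH7.2 buffer w/ 7 mM MgCl2, 50 mM KCl; 1 h RT; Kinase-Glo lum. Intermediate enzyme activity for dual inhibitor/activator qHTS.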
Rab9 prom act – qHTS Assay for Rab9 Promoter Activators | Huh7 Rab9 promoter-luciferase reporter, luminescence, 24 h | Potency, µM (series often up to 9.22 µM), for inactives: at the top dose activation, negative = inhibition, actives largely listed as activators | 320,000 tested, 2.8% active | AID 485297, 2010; also: potency is read from the fitted curve at half-maximal effect; % of control where 0% means no effect; nearly all actives have a fitted effect of over 60% in size
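Measured in stably transfected Huh7 cells bearing a Rab9 promoter–luciferase construct: 24 h compound treatment at 37 °C, followed by luminescence detection.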
VP16 counter – VP16 counterscreen qHTS for inhibitors of ROR gamma transcriptional activity; Drosophila S2 Gal4-VP16 UAS-luciferase, luminescence, 20 h; Potency, µM (titrated, usually from 53.6 µM), inactives show at the highest dose activity, negative = inhibition, hits mostly inhibitors; 310,000 tested, 3.5% active; AID 2546, 2010;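 also: Gal4-VP16 expression switched on by copper sulfate through the metallothionein promoter; potency is read from the fitted curve at half-maximal effect; % is scaled to controls: 0 for no effect and ±100 for the full control effect; nearly all actives have a fitted effect of over 50% in size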
ELG1 genotoxic – qHTS screen for small molecules that induce genotoxicity in human embryonic kidney (HEK293T) cells expressing luciferase-tagged ELG1 | HEK293T ELG1-luciferase reporter, luminescence, 16 h | Potency, µM (highest dose often 46 µM), without a hit: at the highest dose activity change, positive = activation, most hits filed as activators | 330,000 tested, 1.3% active | AID 504466, 2011; also: potency is read from the fitted curve at half-maximal effect; % of control where 0% means no effect; nearly all actives have a fitted effect of over 60% in size
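Step 1: seed 2,000 HEK293T ELG1-luciferase cells per well. Step 2: add compound or DMSO, incubate 16 hr at 37 °C. Step 3: ONE-Glo, 30 min at room temperature, read luminescence.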
FLuc modulator – qHTS profiling assay for firefly luciferase inhibitor/activator using purifed enzyme and Km concentrations of substrates (counterscreen for miR-21 project). 360,000 tested, 6.9% active. Potency, µM (titrated, usually from 57.5 µM), for the others: at the top dose activity change, negative = inhibition, actives largely listed as inhibitors. Luciferin 4-monooxygenase (Photinus pyralis), P08659. purified FLuc, Km substrates, luminescence inhibition;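 also: potency is read from the fitted curve at half-maximal effect; plate controls were vehicle for no effect and reference inhibitor for full effect; nearly all actives have a fitted effect of over 55% in size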
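Purified P. pyralis luciferase, 10 nM final, with Km-level 10 uM D-luciferin and 10 uM ATP in 50 mM Tris acetate pH 7.5, 10 mM Mg acetate, 0.01% Tween-20, 0.05% BSA; 6-point qHTS titration about 60 µM downward; luminescence read.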
Numbers without * were called inactive; ? = inconclusive; . = not tested or not shown; & = joins results of further samples; [ ] = remark or other dose. Unless noted, calls follow the shape of the dose curve; as a rule, active = well fitted curve in the direction sought with a large enough effect; inconclusive = small, poorly fitted or top-dose-only effect, or another doubt; inactive = no such curve, though single readings can be large; an effect the other way counts as inactive or inconclusive. These rows are one share of the data; the hit share may differ from the screen's.

SMILES	Menin MLL FP TR	RORg inh	NPC1 prom act	Giardia killer	BRCA1 expr up	p53 reactivation	PKM2 activator	Rab9 prom act	VP16 counter	ELG1 genotoxic	FLuc modulator
CCOc1ccc(NS(=O)(=O)c2cc(NC(=O)c3ccc(C)cc3)ccc2Cl)cc1	?	?	-29%	6	-87%[inhibitor]	5%	0%	-27%	-17%	-5%	13µM*
COc1ccccc1CNc1cncnc1	-1%	-4%[1.91 µM]	-1%	5	-1%	.	-1%	0%	14%	3%	5%
COCCN(C)Cc1cn(-c2ccc(F)cc2F)nc1-c1ccccc1C	?	6.3µM*	0%	14	2%	12%	-14%	3%	?	0%	-16%
CCn1c(SCC(=O)Nc2nc3ccccc3s2)nc2c(c1=O)SC(C)C2 (configuration not stated)	31%[activator]	?	-1%	-12	-47%	-1%	2%	-2%	-11%	-1%	5%
Cc1nn(-c2ccc(F)cc2)c2sc(C(=O)OC3CCOC3=O)cc12 (configuration not stated)	31%[activator]	19%	-11%	-11	-9%	11%	2%	-4%	-13%	2%	?
O=C(O)c1ccccc1C(=O)NCCc1c(C(=O)O)[nH]c2ccc(F)cc12	.	-3%	-7%	-14	0%	-2%	1%	-5%	-10%	-4%	3%
COc1ccc(/C=C2\C(=O)NCC(=O)N2C)cc1	9%	-16%	1%	-27	4%	-2%	.	1%	-2%	-3%	5%
COC(=O)c1cc(C(=O)OC)cc(N2C(=O)CC(N3CCN(c4ccccc4)CC3)C2=O)c1 (configuration not stated)	10%	5%	-6%	-1	-5%	0%	11%	3%	0%	-10%	9%
CCCc1cc(C(=O)NC(C)C2CCCO2)cs1 (configuration not stated)	.	-8%	22%	?	60%	11%	0%	26%	21%	?	-21%
CSc1ncc(Cl)c(C(=O)Nc2ccccc2C)n1	25%	4%	1%	-3	4%	-2%	.	1%	5%	-2%	-1%
C/C(=N/NC(=O)c1ccc(Br)o1)C(C)C	4%	-38%	-1%	-17	-11%	?	5%	0%	-15%	0%	-17%
CCc1cccc(NC(=O)C2CCN(S(=O)(=O)c3ccc4[nH]c(=O)ccc4c3)CC2)c1	9%	24%	-2%	-2	-4%	6%	-23%	-1%	-12%	0%	3%
O=C(Nc1nc(-c2cc(F)ccc2F)cs1)c1ccccn1	-4%	0.1µM*	14%	-2	9%	11%	-2%	27%	1.3µM*	2%	?
O=C1c2ccc(Cl)cc2S(=O)(=O)c2cccc(C(=O)N3CCN(c4ncc(Br)cn4)CC3)c21	.	.	-2%	-15	-30%	2%	.	-2%	.	9%	7%
CN(C)c1ccc(/C=N/NC(=O)CCCCCNC(=O)c2ccccc2)cc1	.	0%	24%	12	55%	7%	3%	?	6%	?	?
CC1CCN(Cc2c(C(=O)N/N=C/c3cc(Cl)ccc3O)nnn2-c2nonc2N)CC1	71%[activator]	3.5µM*	-16%	-15	-91%	1%	-1%	-31%[inhibitor]	4.5µM*	0%	0%
CCCS(=O)(=O)N1CCCC(C(=O)NCCCN2CCN(c3ccccc3F)CC2)C1 (configuration not stated)	-23%	4%	0%	-10	-2%	-4%	1%	0%	1%	-3%	2%
Cc1ccc(-c2ccc(CCC(=O)O)n2CC(=O)O)cc1	1%	-23%	3%	-25	-5%	0%	?	2%	-43%	0%	2%
Cc1cc(NC(=O)COC(=O)c2ccc(S(=O)(=O)N3CCCC3)cc2)no1	-3%	0%	1%	-3	3%	2%	-10%	11%	-3%	0%	-1%
COc1ccc(CCN(C(=O)c2ccco2)C(C(=O)NC2CCCC2)c2ccncc2)cc1OC (configuration not stated)	1%	25%	-5%	12	2%	-3%	22%	-28%	-8%	1%	-2%
Cc1cc(C(=O)c2ccccc2)c(NC(=O)CN2CCOCC2)s1	5%	-1%	0%	-4	-30%	1%	-16%	-1%	-8%	6%	0%
CCCCN1CCNC[C@@H]1c1ccccc1	.	.	-6%	-30	-19%	-9%	.	0%	.	1%	3%
COc1ccc(CNC(=O)c2cc3c(=O)n4ccccc4nc3n(CC3CCCO3)c2=N)cc1 (configuration not stated)	21%	22%	3%	-4	-21%	12%	-1%	-3%	-5%	?	7%
COc1ccccc1NC(=S)N1CCC(c2nc3cc(C)c(C)cc3[nH]2)CC1	-4%	-3%	4%	2	0%	3%	0%	22%	2%	6%	13µM*
COC(=O)C1CCN(C(c2cc(OC)c(OC)c(OC)c2)c2sc3nc(C)nn3c2O)CC1 (configuration not stated)	-9%	-6%	5%	-9	-16%	-7%	3%	0%	23%	4%	-1%

Structures above with a furan ring, fused or not:
SMILES	Menin MLL FP TR	RORg inh	NPC1 prom act	Giardia killer	BRCA1 expr up	p53 reactivation	PKM2 activator	Rab9 prom act	VP16 counter	ELG1 genotoxic	FLuc modulator
C/C(=N/NC(=O)c1ccc(Br)o1)C(C)C	4%	-38%	-1%	-17	-11%	?	5%	0%	-15%	0%	-17%
COc1ccc(CCN(C(=O)c2ccco2)C(C(=O)NC2CCCC2)c2ccncc2)cc1OC (configuration not stated)	1%	25%	-5%	12	2%	-3%	22%	-28%	-8%	1%	-2%

(more compounds)
SMILES	Menin MLL FP TR	RORg inh	NPC1 prom act	Giardia killer	BRCA1 expr up	p53 reactivation	PKM2 activator	Rab9 prom act	VP16 counter	ELG1 genotoxic	FLuc modulator
COc1cc(NC(=S)NCc2ccco2)c(OC)cc1Cl	-1%	7.1µM*	-2%	21	3%	-3%	12%	-7%	?	-8%	3%
COc1ccc(NC(=O)COc2cccc(-n3cnnn3)c2)cc1	.	-8%	4%	9	-27%	-4%	.	-5%	-14%	-2%	?
CC1=NN(C(N)=S)C(=O)C1N=Nc1cc(Cl)ccc1Cl (configuration not stated)	?	1.4µM*	-1%	-24	-15%	3%	.	0%	?	-3%	?
CCCN1Cc2cccc(C(=O)Nc3ccc(S(=O)(=O)N4CCCCCC4)cc3)c2C1=O	7%	10%	-6%	1	-1%	-9%	-2%	-6%	0%	6%	0%
COc1ccc(CCNC(=O)c2c(O)c3ccccc3[nH]c2=O)cc1OC	?	0%	-12%	15	-22%	2%	.	-1%[1.84 µM]	2%	-5%	1%
COc1ccc(C(CNC(=O)c2cccc(S(=O)(=O)N3CCOCC3)c2)N2CCCC2)cc1 (configuration not stated)	.	.	0%	29	1%	0%	.	-2%	.	4%	-1%
Cc1ccc(S(=O)(=O)N2CC(C)N(C(=O)N3CCOCC3)C2C)cc1 (configuration not stated)	7%	6%	0%	7	5%	4%	.	0%	1%	-5%	1%
NC(=O)NCC1CC1	4%&8%	-13%&-4%	0%	14	47%	4%	-2%&-2%	0%	4%&-17%	3%	-1%
COc1ccc(N(C(=O)C(C)C)S(=O)(=O)c2ccc3ccccc3c2)cc1	27%	36%	2%	-1	-10%	.	1%	1%	1%	-4%	7%
COc1ccc(CCN2C(=O)CC(NNC(=O)c3ccc(F)cc3)C2=O)cc1OC (configuration not stated)	0%	-8%	0%	-5	-12%	-10%	3%	-4%	-2%	-1%	0%
O=C(NNC(=O)c1cc(-c2ccccc2)nc2ccccc12)c1csc(N2CCOCC2)n1	.	.	-4%	1	-13%	-8%	.	5%	.	-16%	?
O=C(Nc1ccccc1)c1cnc(-c2ccccc2)nc1-c1ccccc1	?	-7%	2%	14	-50%	-25%	-7%	5%	?	2%	3%
C/C(=N\Nc1ccc([N+](=O)[O-])cc1)c1cccc(N)c1	?	?	?	-11	88%	9%	-4%	?	1%	14%	19µM*
CC(=O)N1N=C(c2cccc([N+](=O)[O-])c2)OC1c1ccc(Cl)cc1Cl (configuration not stated)	0%	1%	-5%	12	-22%	-1%	-5%	0%	-1%	0%	0%
Cn1c(=O)[nH]c(=O)c2c1[nH]c(=S)n2Cc1ccc(Cl)cc1	37%[activator]	-1%	-1%	2	-3%	0%	.	1%	5%	-1%	-13%
COc1ccc(NS(=O)(=O)c2cccc(C(=O)NNC(=O)c3cc(C)oc3C)c2)cc1	3%	2%	-1%	3	-20%	-6%	-2%	-5%	-1%	-1%	?
CCOC(=O)c1cc(C(C)=O)n2ccccc12	-27%	-16%	-1%	11	7%	-6%	-1%	0%	-4%	9%	4%
